High-throughput results from PubChem.
PhoP inhibition: PhoP-dependent GFP reporter repression – Salmonella Typhimurium, primary screen (AID 1863); one-dose inhibition, % at 50 µM; IC50 in µM for titrated hits; 300,000 compounds, 0.16% hits; S. Typhimurium PhoP-regulated promoter GFP reporter, 4 h; higher % means a stronger effect;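 active = inhibition over 29.93%, a cutoff 3 SD above the screen mean, later confirmed by dose response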;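 note: 0% = low Mg2+ inducing control and 100% = high Mg2+ repressing control; strong numbers were not always called active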
Hep lipid drop: hepatic lipid droplet formation modulation; AML12 mouse hepatocytes, oleate lipid droplets, BODIPY imaging; inhibition, % at 6.5 µM; 240,000 compounds, 0.4% hits; AID 1656;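 active = lipid droplet intensity inhibited by at least 50%, with more than 500 cells counted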
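Test system: AML12 mouse liver cells; schedule: overnight exposure; technique: high-content imaging of BODIPY-stained droplets and DAPI nuclei; read-out: % inhibition of corrected integrated BODIPY droplet signal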
T cell HTS: modulates CD8 T cell binding to vesicles | 2C CD8+ T cell-vesicle binding, flow cytometry; hits give low values | calls only at 7 µM | 330,000 compounds, 0.068% hits | AID 2052;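 active = response, share of CD8 T cells binding vesicles, and their 90th percentile fluorescence all below set limits, cut at about 80% in these data, passing the limit was not always enough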
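System: murine 2C transgenic CD8+ T lymphocytes; also added: QL9-loaded Drosophila micro-vesicles; times: binding 1.5 h at 37 °C; measured by: flow cytometry, PE anti-B7-1 (FL2) versus Alexa647 anti-CD8 (FL8), PFA-fixed; control set: Peptide-free naked vesicles (low) and QL9 vesicles with 0.7% DMSO vehicle (high)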
Hep lipid drop cells 6.5 µM: recorded beside Hep lipid drop, whose call it bears; cell count; measured here: cell count, cytotoxicity flag;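 cells counted across two imaged fields per well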
T cell HTS vesicle-bound %: second read-out of T cell HTS, no call of its own (marks repeat the call); double positive events, %; measured here: CD8+ vesicle-bound cell fraction;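 binding gate set so that unloaded-vesicle control wells show 10% double positive cells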
* = called active by the depositor; i = inactive. Some of the compounds tested; the hit share may differ from the screen's.

Preview, ten compounds:
SMILES | PhoP inhibition | Hep lipid drop | Hep lipid drop cells 6.5 µM | T cell HTS | T cell HTS vesicle-bound %
CCCn1c(=O)c(C(=O)NNC(=O)c2ccccc2Cl)c(O)c2ccccc21 | 3.1% | -3.9 | 764 | i | 28.8
CC(C)(C)c1ccc(Oc2coc3cc(OCC(=O)O)ccc3c2=O)cc1 | -4.8% | -10.6 | 812 | i | 58.7
COc1ccc(N2CCN(C(=O)CCCCCn3c(=S)[nH]c4cc5c(cc4c3=O)OCO5)CC2)cc1 | -6.6% | -8.7 | 675 | i | 33.2
Cc1cc(NC(=O)CSc2nc3c(C)cccc3cc2C)no1 | 1.4% | -0.8 | 809 | i | 51.7
Clc1ccc(CNC2CCN(Cc3ccccc3)CC2)cc1 | -2.8% | -3.5 | 754 | i | 25.6
Cc1cccc(-c2nc(CS(=O)CC(=O)NC3CCCCC3)c(C)o2)c1 (stereo not drawn) | 0.2% | 0.1 | 805 | i | 53.0
CCCCc1ncc(CN2CCC(n3nccc3NC(=O)C(OC)c3ccccc3)CC2)[nH]1 (stereo not drawn) | -4.6% | 27.4 | 673 | i | 21.6
CC1(C)Cc2c(sc(NC(=O)c3ccc4c(c3)OCCO4)c2C(N)=O)C(C)(C)N1 | -3.2% | 9.2 | 642 | i | 8.7
CC(NC(=O)Cn1cnnn1)c1cccc(C(F)(F)F)c1 (stereo not drawn) | 5.0% | 6.9 | 825 | i | 41.7
Cc1nn(C)cc1S(=O)(=O)Nc1ncccn1 | -4.2% | -2.4 | 634 | i | 65.3

The whole of this part, repeating the preview:
SMILES | PhoP inhibition | Hep lipid drop | Hep lipid drop cells 6.5 µM | T cell HTS | T cell HTS vesicle-bound %
CCCn1c(=O)c(C(=O)NNC(=O)c2ccccc2Cl)c(O)c2ccccc21 | 3.1% | -3.9 | 764 | i | 28.8
CC(C)(C)c1ccc(Oc2coc3cc(OCC(=O)O)ccc3c2=O)cc1 | -4.8% | -10.6 | 812 | i | 58.7
COc1ccc(N2CCN(C(=O)CCCCCn3c(=S)[nH]c4cc5c(cc4c3=O)OCO5)CC2)cc1 | -6.6% | -8.7 | 675 | i | 33.2
Cc1cc(NC(=O)CSc2nc3c(C)cccc3cc2C)no1 | 1.4% | -0.8 | 809 | i | 51.7
Clc1ccc(CNC2CCN(Cc3ccccc3)CC2)cc1 | -2.8% | -3.5 | 754 | i | 25.6
Cc1cccc(-c2nc(CS(=O)CC(=O)NC3CCCCC3)c(C)o2)c1 (stereo not drawn) | 0.2% | 0.1 | 805 | i | 53.0
CCCCc1ncc(CN2CCC(n3nccc3NC(=O)C(OC)c3ccccc3)CC2)[nH]1 (stereo not drawn) | -4.6% | 27.4 | 673 | i | 21.6
CC1(C)Cc2c(sc(NC(=O)c3ccc4c(c3)OCCO4)c2C(N)=O)C(C)(C)N1 | -3.2% | 9.2 | 642 | i | 8.7
CC(NC(=O)Cn1cnnn1)c1cccc(C(F)(F)F)c1 (stereo not drawn) | 5.0% | 6.9 | 825 | i | 41.7
Cc1nn(C)cc1S(=O)(=O)Nc1ncccn1 | -4.2% | -2.4 | 634 | i | 65.3
COc1ccc2c(c1)c(C(=O)O)c(C)n2CCc1ccc(OC)c(OC)c1 | 4.6% | -4.7 | 776 | i | 49.9
CCCCN(C)CCCN1C(=O)C2C(C(=O)Nc3cccc(OC)c3)C3C=CC2(O3)C1C(=O)NC1CCCCC1C (stereo not drawn) | -2.8% | 1.3 | 830 | i | 33.6
COc1cc(C(=S)N2CCOCC2)ccc1OC(=O)c1ccc(Br)cc1 | 11.5% | 2.3 | 847 | i | 49.1
CCC(CC)NC(=O)c1ccc(NS(=O)(=O)c2ccc3[nH]c(=O)[nH]c3c2)cc1 | -5.7% | -2.4 | 793 | i | 63.6
Cc1cc(Br)cc2c(C(=O)NCC3CCCO3)cc(-c3ccccc3)nc12 (stereo not drawn) | 5.8% | -17.2 | 852 | i | 43.1
Cc1cccc(C)c1NC(=O)CCc1nnc2ccc(N3CCCC3)nn12 | -4.2% | 7.9 | 691 | i | 64.4
O=C(O)C1CCC(N2C(=O)c3c(Cl)c(Cl)c(Cl)c(Cl)c3C2=O)CC1 (stereo not drawn) | -8.7% | -6.2 | 808 | i | 44.9
COc1ccc(S(=O)(=O)N2CCC(C(=O)NCCC(=O)Nc3nccs3)CC2)cc1 | 2.5% | -10.5 | 729 | i | 28.4
Cc1ccc(CCNC(=O)c2nn(C)c3c2CS(=O)(=O)c2ccccc2-3)cc1 | 2.1% | -0.3 | 770 | i | 41.3
COc1ccc(OC)c(N(CC(=O)NCCSCc2ccco2)S(=O)(=O)c2ccccc2)c1 | 7.9% | 3.7 | 801 | i | 29.0
Cc1ccc(S(=O)(=O)Nc2ccccc2C(=O)N2CCCC2)cc1 | -4.6% | -51.2 | 668 | i | 28.8
CC(C)[C@H](NC(=O)OCc1ccccc1)C(=O)OCC(=O)NC1(C#N)CCCC1 | 10.7% | 0.6 | 802 | i | 22.2
O=[N+]([O-])c1cncc([N+](=O)[O-])c1Nc1cccc(O)c1 | 4.3% | -5.5 | 794 | i | 46.0
CS(=O)(=O)c1nc(S(=O)(=O)c2ccc(Cl)cc2)c(N2CCC(O)CC2)s1 | 7.2% | -18.6 | 734 | i | 24.5
CCCCn1c(O)c(/C=C2\C=Nc3ccccc32)c(=O)[nH]c1=O | 3.6% | -0.6 | 828 | i | 21.5
CCc1ccccc1NC(=O)C1COc2ccccc2O1 (stereo not drawn) | 1.8% | 1.7 | 788 | i | 14.6
O=C(O)c1cc(S(=O)(=O)NCCN2CCNC2=O)ccc1O | -3.9% | 0.4 | 795 | i | 40.5
O=C(CC1C(=O)NCCN1Cc1ccccc1C(F)(F)F)NC1CCCCC1 (stereo not drawn) | -0.5% | -26.0 | 744 | i | 15.5
COc1ccccc1N1CCN(Cc2ccc(-c3ccccc3[N+](=O)[O-])o2)CC1 | 6.1% | -2.2 | 816 | i | 39.5
CC(=O)Nc1cccc(NC(=O)C2CC(=O)N(CCc3ccc(F)cc3)C2)c1 (stereo not drawn) | 9.1% | -6.9 | 762 | i | 13.7
CCOc1ccc(S(=O)(=O)N2CCC(C(=O)Nc3cccc(NC(C)=O)c3)CC2)cc1 | 8.3% | -19.1 | 756 | i | 13.2
CC(=O)N1CCN(C(=O)c2ccc(OC3CCN(Cc4ccccn4)CC3)cc2)CC1 | 3.4% | -2.2 | 871 | i | 68.4
O=C(CSc1nc2sccc2c(=O)[nH]1)N1CCN(c2ccccc2)CC1 | -4.1% | 2.5 | 848 | i | 21.1
Cc1ccc(-c2ccc(S(=O)(=O)Nc3cccnc3)cc2)cc1 | 11.5% | 2.3 | 723 | i | 26.5
Cc1ccc(S(=O)(=O)NC(=O)Nc2ccc(C)cn2)cc1 | 1.7% | 4.1 | 757 | i | 27.5
Cc1cc(OC(C)C(=O)NCc2ccccn2)c2c(C)cc(=O)oc2c1 (stereo not drawn) | 2.3% | -11.3 | 743 | i | 21.3
COc1ccc(CNC(=O)C2(CC(=O)NC(C)(C)C)CCCC2)cc1 | -8.8% | -3.3 | 787 | i | 28.8
COc1cc2c(cc1OC)C(C)N(C(=O)c1cc(C)on1)CC2 (stereo not drawn) | -6.8% | -124.2 | 381 | i | 15.6
O=C(O)CSCC(=O)N(c1ccccc1)c1ccccc1 | 2.0% | 5.7 | 829 | i | 57.0
COc1ccc(C)cc1S(=O)(=O)Nc1ccc2c(c1)OCCO2 | 11.7% | -6.8 | 813 | i | 45.7
COc1ccc(-c2nc(CS(=O)CC(=O)NCCCN3CCOCC3)c(C)o2)cc1OC (stereo not drawn) | 1.4% | -3.7 | 765 | i | 7.9
CCNC(=O)C1CCCN1C(=O)C(CCCN=C(N)N)NC(=O)C(CC(C)C)NC(=O)C(Cc1cn(Cc2ccccc2)cn1)NC(=O)C(Cc1ccc(O)cc1)NC(=O)C(CO)NC(=O)C(Cc1c[nH]c2ccccc12)NC(=O)C(Cc1cnc[nH]1)NC(=O)C1CCC(=O)N1 (stereo not drawn) | 3.0% | 3.9 | 818 | i | 37.1
CCc1ccc(-c2cc3c(=O)n(CC(=O)NCCCN4CCN(CC)CC4)nc(C)n3n2)cc1 | -3.0% | -5.8 | 751 | i | 15.6
CCCOP(=O)(c1ccc(N(C)C)cc1)C(O)c1ccc(N(C)C)cc1 (stereo not drawn) | -1.9% | -25.8 | 804 | i | 29.1
COc1ccc(NC(=O)CCCCCn2nnc3ccccc3c2=O)cc1OC | 24.4% | -9.8 | 401 | i | 44.5
O=C(CCc1ccccc1)NNC(=O)c1ccccc1Cl | -5.4% | 2.5 | 812 | i | 60.7
CN1CCc2c(sc3nc(SCC(=O)N4CCOCC4)n(-c4ccc(Cl)cc4)c(=O)c23)C1 | -8.5% | 13.8 | 743 | i | 51.1
O=[N+]([O-])c1cccc(-c2cc(-c3cc(Br)ccc3O)[nH]n2)c1 | 14.3% | -5.7 | 751 | i | 31.3
Cc1ccc(NC(=O)C2CCN(S(=O)(=O)c3ccc4c(c3)NC(=O)CO4)CC2)cc1 | 4.0% | 4.9 | 726 | i | 23.1
COc1ccc(N2CCN(C3CCCN(Cc4cccc(C(C)=O)c4)C3)CC2)cc1 (stereo not drawn) | 4.3% | -1.8 | 791 | i | 52.1

Later entries.
SMILES | PhoP inhibition | Hep lipid drop | Hep lipid drop cells 6.5 µM | T cell HTS | T cell HTS vesicle-bound %
CCC(C(=O)N/N=C/c1cccnc1)c1ccccc1 (stereo not drawn) | -4.5% | -2.8 | 694 | i | 9.7
COc1cc(CN2CCN(C(=O)c3ccccc3F)CC2)cc(OC)c1OC | -3.2% | -2.6 | 778 | i | 61.1
CCN(CC)C(=O)Cn1cc(C(=O)C(=O)N2CCN(c3ccc([N+](=O)[O-])cc3)CC2)c2ccccc21 | 0.7% | -4.3 | 677 | i | 8.6
Cc1ccccc1C(=O)NC(=S)NCc1ccccc1 | 0.0% | 6.7 | 815 | i | 58.1
O=C(CN1CCN(c2ccccc2F)CC1)NCc1ccc(Cl)cc1 | -4.7% | -1.8 | 766 | i | 41.5
O=C(Cn1c(NCCO)nc2ccccc21)c1ccc([N+](=O)[O-])cc1 | -0.9% | 4.9 | 853 | i | 56.3
O=C(NCc1ccccc1)C(c1ccco1)N(C(=O)c1csnn1)C1CC1 (stereo not drawn) | -0.4% | -8.9 | 787 | i | 30.7
COc1ccc(CN(C)CC2CCCN(CCc3ccc(F)cc3)C2)cc1OC (stereo not drawn) | 1.0% | -2.0 | 807 | i | 62.5
Cc1cc(C)n(-c2ccc(NC(=O)C3CCCCN3C(=O)c3ccoc3)cc2)n1 (stereo not drawn) | 2.7% | -12.8 | 603 | i | 63.5
Cn1c(CNC(=O)c2ccc3c(c2)OCO3)nnc1SCC(=O)Nc1ccccc1F | 5.0% | 6.1 | 712 | i | 34.5
Cc1ccc(NC(=O)Cc2ccc(-c3ccccc3)cc2)nc1 | -3.3% | 17.4 | 782 | i | 31.8
O=C1NC(=O)N(c2ccccc2)C1=O | -0.5% | 0.6 | 827 | i | 49.1
COC(=O)C1=C(CS(=O)(=O)c2ccc(Cl)cc2)NC(=O)NC1c1ccc(O)c(OC)c1 (stereo not drawn) | -11.1% | -0.6 | 731 | i | 7.3
CC(CCc1ccccc1)NC(=O)c1ccc(F)cc1 (stereo not drawn) | -7.6% | -9.5 | 798 | i | 53.9
C/C(=N\NC(=O)CNC(=O)c1ccc(F)cc1)c1ccco1 | 4.5% | 0.7 | 627 | i | 35.9
CCOC(=O)C1CCCN(C(=O)Cn2ncc3c([nH]c4ccccc43)c2=O)C1 (stereo not drawn) | -5.5% | -10.3 | 714 | i | 9.1
CCN(CC)c1nc(-c2ccccc2)nc2ccccc12 | 3.1% | -10.4 | 813 | i | 51.8
CC1(c2cccc(Br)c2)NC(=O)NC1=O (stereo not drawn) | 0.4% | -22.0 | 789 | i | 15.4
CCN(CC)S(=O)(=O)c1cccc(C(=O)NNC(=O)c2ccc3[nH]c(=O)c(=O)[nH]c3c2)c1 | 12.6% | -40.3 | 748 | i | 44.2
Cc1cc(NC(=O)CSc2nc3c(cc2C#N)CCC3)no1 | 2.2% | 1.3 | 778 | i | 21.9
C[n+]1ccccc1/C=C/c1ccc([N+](=O)[O-])cc1 | -3.6% | 14.0 | 857 | i | 13.4
NC(=S)C(c1ccccc1)c1ncc(C(F)(F)F)cc1Cl (stereo not drawn) | -2.6% | -8.3 | 787 | i | 64.5
CCn1cc(C(=O)NCCCOC)c(=O)c2cc(S(=O)(=O)N3CCC(C)CC3)ccc21 | 5.8% | 1.8 | 748 | i | 12.6
Cc1ccc(S(=O)(=O)NNC(=O)c2ccncc2)cc1[N+](=O)[O-] | 5.7% | 3.6 | 788 | i | 53.0
CCS(=O)(=O)N1CCC(C(=O)Nc2cc(C)ccc2O)CC1 | 5.2% | -5.4 | 778 | i | 66.2
